Assay outcomes from PubChem.
TbPYK inhibitor: qHTS of Trypanosoma Brucei Inhibitors. pyruvate kinase (Trypanosoma brucei), Q57TT1. AID 624173, 2012. Potency, µM (top dose mostly 76.8 µM), for the others: at the top dose activity, negative = inhibition, usual class: inhibitors. actives 0.12% (n = 410,000). TbPYK enzyme, Kinase-Glo Plus ATP luminescence, 45 min; also: nearly all actives have a fitted effect of over 50% in size
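Glycolytic pyruvate kinase of T. brucei was incubated with substrate, test compound and 130 uM ADP for 45 minutes at room temperature. Luminescent Kinase-Glo Plus signal was measured after 10 minutes.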
Sm TGR block: qHTS Assay for the Inhibitors of Schistosoma Mansoni Peroxiredoxins | Potency, µM (doses to about 114 µM), for the others: at the top dose activity change, negative = inhibition, actives largely listed as inhibitors | purified TGR, DTNB reduction, TNB absorbance 405 nm | Schistosoma mansoni thioredoxin glutathione reductase (TGR), Q962Y6 | actives 3% (n = 360,000); also: nearly all actives have a fitted effect of over 60% in size
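Kinetic colorimetric format: TGR-catalysed, NADPH-driven DTNB reduction monitored via TNB absorbance. Enzyme dispensed at 20 nM; compound exposure 15 min at room temperature before reaction start.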
Numbers without * were called inactive; ? = inconclusive; [ ] = another dose, or the depositor's remark. Calls follow the shape of the dose curve; as a rule, active = well fitted curve in the direction sought with a large enough effect; inconclusive = small, poorly fitted or top-dose-only effect, or another doubt; inactive = no such curve, though single readings can be large; an effect the other way counts as inactive or inconclusive. % is scaled to controls: 0 for no effect and ±100 for the full control effect; potency is read from the fitted curve at half-maximal effect.

cpd	Compound	TbPYK inhibitor	Sm TGR block
1	Cc1ccc(Cn2cnc3nc4c(cc3c2=O)CC(C)CC4)cc1 (stereo unspecified)	-2%	4%
2	COc1ccc(NC(=O)CSC2=Nc3ccccc3C3=NC(CCC(=O)NCc4cccs4)C(=O)N23)cc1 (stereo unspecified)	-1%	-1%
3	Cc1ccccc1NC(=O)c1c(NC(=O)Cc2ccccc2)sc2c1CCC2	-4%	-4%
4	Cc1ccc(CNC(=O)c2ccc3c(c2)nc2n3CCOC2)cc1	12%	2%
5	COc1ccc(C(=O)c2c(N)c(C(=O)Nc3ccccc3Cl)c3ccccn23)cc1	2%	-1%
6	CCCC(=O)Oc1c(Sc2ccc(C)cc2)c(C)nn1-c1ccccc1	-24%	5%
7	CCN(CC)c1ccc(NC(=O)CN2CCN(c3ccccc3OC)CC2)cc1	-20%	1%
8	CC(=O)Nc1ccc(S(=O)(=O)NCCc2cn3ccsc3n2)cc1	-2%	-3%
9	COc1cccc(NC(=O)C2CCCN2S(=O)(=O)c2ccc3nc(-c4ccccc4)[nH]c3c2)c1 (stereo unspecified)	1%	11%
10	Cc1nc2c(-c3ccccc3)c(C)[nH]n2c(=O)c1Cc1ccc(C(C)C)cc1	-5%	2%

The list goes on:
cpd	Compound	TbPYK inhibitor	Sm TGR block
11	Cc1ccccc1NC(=O)c1c(C)oc2ccc(O)c(CN3CCCCCC3)c12	-1%	3%
12	Cn1c(SCC(=O)c2ccc(F)cc2)nnc1-c1ccccc1Br	4%	-7%
13	Cc1ccc(NC(=O)Cn2cc3c(n2)CCC(C)C3)cc1C (stereo unspecified)	-5%	0%
14	COC(=O)c1cc2sc(C)cc2n1CC(=O)Nc1ccc(C)c(C)c1	3%	-1%
15	CC(C)CN(CC(C)C)CC(O)Cn1cc(/C=C/C(=O)c2ccccc2)c2ccccc21 (stereo unspecified)	2%	8%
16	COc1ccccc1NC(=O)c1sc2nc3n(c(=O)c2c1C)N=C(c1cccc(Br)c1)CS3	-4%	15%
17	Cn1c(=O)c2c(nc(SCC(=O)Nc3ccccc3F)n2Cc2ccc(Cl)cc2)n(C)c1=O	-5%	-2%
18	CCOC(=O)c1[nH]c(C)c(CCC(=O)NCc2ccc(N(C)C)cc2)c1C	-6%	1%
19	COC(=O)c1c(Oc2ccc(Br)cc2)nnc(-c2ccccc2)c1-c1ccccc1	0%	2%
20	CCCn1c(CCC(=O)Nc2cc(C(=O)OC)cc(C(=O)OC)c2)nc2cccnc21	-1%	2%

An excerpt from above in order of molecular weight, smallest number first.
cpd	Compound	TbPYK inhibitor	Sm TGR block
14	COC(=O)c1cc2sc(C)cc2n1CC(=O)Nc1ccc(C)c(C)c1	3%	-1%
18	CCOC(=O)c1[nH]c(C)c(CCC(=O)NCc2ccc(N(C)C)cc2)c1C	-6%	1%
17	Cn1c(=O)c2c(nc(SCC(=O)Nc3ccccc3F)n2Cc2ccc(Cl)cc2)n(C)c1=O	-5%	-2%

Next part:
cpd	Compound	TbPYK inhibitor	Sm TGR block
21	Cc1ccc(SCC(=O)Nc2ccc(O)c(-c3nc4cc(C)ccc4o3)c2)cc1	-7%	3%
22	Cc1ccc(-c2cn3ccc(C)cc3n2)cc1	-8%	-2%
23	O=C(NCc1ccccc1Cl)c1ccc(CSCc2ccccc2Cl)o1	9%[15.4 µM]	-23%
24	Cc1ccc(-c2nc(CS(=O)CC(=O)NCCc3ccc(Cl)cc3)c(C)o2)cc1 (stereo unspecified)	-2%	-5%
25	CCN(C(=O)Cn1c(=O)n(-c2ccccc2)c(=O)c2ccc(C(=O)NCc3ccc4c(c3)OCO4)cc21)c1cccc(C)c1	-4%	1%
26	CC(=O)c1cccc(NC(=O)c2nc(-c3ccc(C)cc3)n3c2CCCCC3)c1	0%	16%
27	O=C(C1CCCN(S(=O)(=O)c2cccc3nsnc23)C1)N1CCN(c2cccc(Cl)c2)CC1 (stereo unspecified)	2%	0%
28	COc1cc(OC)cc(-c2nc3nc(C)c(CCC(=O)Nc4ccc(F)cc4F)c(C)n3n2)c1	1%	-18%
29	COc1ccc(NC(=O)c2nc(-c3ccc(C)cc3)n3c2CCCCC3)c(OC)c1	-3%	7%
30	Cc1ccc(CCNC(=O)c2ccc3c(=O)n(-c4ccccc4)c(=O)[nH]c3c2)cc1	-4%	-1%

(continued)
cpd	Compound	TbPYK inhibitor	Sm TGR block
31	Cc1cccc(-c2nc3cc(NC(=O)COc4ccccc4F)ccc3o2)c1	-7%	0%
32	Cc1c(C(=O)N(C)C)sc2c1c(=O)n(-c1ccc(Cl)cc1)c(=O)n2CC(=O)C(C)(C)C	7%	-9%
33	CC(C)c1ccc(NC(=O)c2cc3sc(Cl)cc3n2C)cc1	1%	4%
34	Cc1ccc(N2CCN(C(=O)c3cnn(-c4ccc(C)c(C)c4)c3C3CCNCC3)CC2)c(C)c1	6%	-5%
35	COc1cc(C)ccc1OCCSc1nc2ccc(NC(=O)c3ccc(F)cc3)cc2s1	-5%	-1%
36	CC(C)c1ccc(NS(=O)(=O)c2cc(Br)cc3c2N(C(=O)C2CC2)CC3)cc1	0%	5%
37	CCOC(=O)N1CCc2c(sc(NCc3sccc3C)c2C(=O)Nc2ccc(OC)cc2OC)C1	?	?
38	CCOc1cc2[nH]c(=O)n(CCC(=O)N3CCN(c4ccccc4)CC3)c(=O)c2cc1OCC	4%	4%
39	CCn1c(SCc2ccc(F)cc2Cl)nnc1-c1nonc1NC(C)=O	-2%	0%
40	COc1cc(NC(=O)CSc2ccc(-c3sc(-c4ccccc4)nc3C)nn2)cc(OC)c1	2%	4%

(list continues)
cpd	Compound	TbPYK inhibitor	Sm TGR block
41	COc1ccc(OC)c(NC(=O)c2c(NCc3ccc(C)o3)sc3c2CCC(C)C3)c1 (stereo unspecified)	?	40µM*
42	COc1ccc(NC(=O)C(=O)Nc2ccc3nc4n(c(=O)c3c2)CCCCC4)c(OC)c1	2%	1%
43	CCOc1ccc(-n2nc(CO)c(C(=O)NCC(C)O)n2)cc1 (stereo unspecified)	0%	-2%
44	COc1ccc(NC(=O)c2nnn(CC(=O)Nc3cc(C)cc(C)c3)c2N)c(OC)c1	6%	-7%
45	CCOCCCNc1nc2cc(OC)c(OC)cc2c2nc(-c3ccccc3)nn12	3%	5%
46	COCCNC(=O)c1[nH]c2cc(C)ccc2c1Sc1ccc(Cl)cc1	1%	2%
47	CC1=C(C(=O)Nc2cccnc2)C(c2ccc(F)cc2)n2nc(SCc3ccccc3)nc2N1 (stereo unspecified)	-2%	2%
48	COCCNC(=O)CCCn1c(SCC(=O)c2ccc(Br)cc2)nc2c(sc3ccccc32)c1=O	-3%	7%
49	CN(C(=O)c1nc(-c2cccc(F)c2)n2c1CCCCC2)c1ccccc1F	-4%	4%
50	COc1cc(Nc2nc3ccccc3c3nnc(C)n23)cc(OC)c1	0%[15.4 µM]	-3%

Continued.
cpd	Compound	TbPYK inhibitor	Sm TGR block
51	Cc1cc(C)cc(NC(=O)Cn2c(=O)c3ccccc3n3nncc23)c1	6%	0%
52	COc1ccc(NC(=O)CCS(=O)(=O)c2nc(-c3cccs3)cc(C(F)(F)F)n2)cc1	-7%	20µM*
53	Cc1ccc(CNC(=O)Cn2ncc3c(C)n(Cc4ccc(Cl)cc4)c(C)c3c2=O)cc1	-6%	8%
54	CC(C)C(NS(=O)(=O)c1ccc2c(c1)oc(=O)n2C)C(=O)N1CCN(c2cccc(Cl)c2)CC1 (stereo unspecified)	-3%	-4%
55	CC(=O)c1cccc(NC(=O)c2nc3ccccc3n(C)c2=O)c1	-15%	-4%
56	FC(F)(F)c1cc(-c2cccc(Br)c2)nc2ncnn12	0%	6%
57	CCC(CC)C(=O)Nc1cccc(-c2nc3cccnc3s2)c1C	-2%	-3%
58	COc1ccc(OC)c(NC(=O)c2cc3c(n(-c4ccc(Cl)cc4)c2=O)CC(C)(C)CC3=O)c1	1%	8%
59	COc1cc(NC(=O)CCn2nc(C)cc2C)cc(OC)c1OC	-7%	0%
60	CSc1nn(CC(=O)Nc2ccccc2F)c(N)c1S(=O)(=O)c1ccccc1	3%	2%

Along the list, quoted from above:
Compounds 51 to 58 in TbPYK inhibitor: 6%, -7%, -6%, -3%, -15%, 0%, -2%, 1%
Compounds 51 to 58 in Sm TGR block: 0%, 20µM*, 8%, -4%, -4%, 6%, -3%, 8%

Back to the main list with the three entries that preceded the break.
cpd	Compound	TbPYK inhibitor	Sm TGR block
58	COc1ccc(OC)c(NC(=O)c2cc3c(n(-c4ccc(Cl)cc4)c2=O)CC(C)(C)CC3=O)c1	1%	8%
59	COc1cc(NC(=O)CCn2nc(C)cc2C)cc(OC)c1OC	-7%	0%
60	CSc1nn(CC(=O)Nc2ccccc2F)c(N)c1S(=O)(=O)c1ccccc1	3%	2%
61	COc1ccc(CNC(=O)c2cc(-c3cccs3)nc3ccccc23)c(OC)c1	3%	0%
62	N#Cc1ccccc1NC(=O)CSc1nnc(N)s1	4%	0%
63	O=C1c2oc3ccccc3c(=O)c2C(c2ccc(Br)cc2)N1c1ccccn1 (stereo unspecified)	-9%	14%
64	Cc1ccc(N2CCN(S(=O)(=O)c3nnc(NC(=O)c4cccc(F)c4)s3)CC2)cc1	-2%	10%
65	CCN(CC)c1cc(C)c2cc(NC(=O)c3cccc(OC)c3OC)ccc2n1	2%	-1%
66	CCOC(=O)c1cc2c(=O)n3ccccc3nc2n(CCCOC)c1=NC(=O)c1c(-c2c(F)cccc2Cl)noc1C	-2%	0%
67	COc1ccccc1-c1noc(-c2ccc(NCc3ccccc3)c([N+](=O)[O-])c2)n1	-4%	-5%
68	CC(C)CCNC(=O)C1CCC(Cn2c(=O)c3sccc3n(CC(=O)NC(C)C)c2=O)CC1 (stereo unspecified)	-1%	10%
69	CCc1ccc(S(=O)(=O)c2nnn3c2nc(NCCc2ccccc2)c2sccc23)cc1	-8%	9%
70	Cc1cccc(NC(=O)CSC2=Nc3ccccc3C3=NC(CC(=O)NCc4cccs4)C(=O)N23)c1 (stereo unspecified)	-3%	5%

(next part)
cpd	Compound	TbPYK inhibitor	Sm TGR block
71	O=C(Nc1ccccc1C(F)(F)F)c1cc2ccccn2n1	-1%	2%
72	CCCCNC(=O)C1CCN(C(=O)N2CC(C)Oc3ccc(Cl)cc32)CC1 (stereo unspecified)	3%	-3%
73	Cc1cc2nc(-c3ccc(OCc4ccccc4)cc3)cc(C(F)(F)F)n2n1	1%	0%
74	CCCSc1ncc(Cl)c(C(=O)Nc2sc(C(C)=O)c(C)c2C(=O)OCC)n1	5%	0%
75	O=C(NCc1ccc2c(c1)CCN2C(=O)c1ccc(Cl)cc1)c1ccco1	-2%	-8%
76	CCOc1ccc(NC(=O)N(Cc2c[nH]c3ccccc23)C2CCCCC2)cc1	-10%	-10%
77	COc1ccc(CCNC(=O)c2nn(C)c3c2CSc2ccccc2-3)cc1OC	2%	5%
78	CC1=C(C(N)=O)C(c2ccc(F)cc2)n2nc(-c3ccccc3Cl)nc2N1 (stereo unspecified)	-7%	5%
79	CCOc1ccccc1C(=O)N1CC(=O)Nc2ccc(Cl)cc2C1c1ccccc1 (stereo unspecified)	-3%	-2%
80	Cc1c(F)cccc1NC(=O)C1CCCN1S(=O)(=O)c1ccc(F)cc1 (stereo unspecified)	4%	-8%

Further compounds.
cpd	Compound	TbPYK inhibitor	Sm TGR block
81	O=C(c1ccc2c(c1)N(Cc1ccc(Cl)cc1)C(=O)c1ccccc1S2(=O)=O)N1CCN(c2ccccn2)CC1	-1%	13%
82	COc1cccc(-c2cc(C(=O)NCc3ccccc3)no2)c1	0%	13%
83	CCOC(=O)c1ccc2c(c1)N(Cc1cc(C)ccc1C)C(=O)c1ccccc1S2(=O)=O	0%	9%
84	CCn1ccc2c(OCC(=O)NCc3ccc(C)cc3)cccc2c1=O	0%	-15%
85	CCc1ccccc1OCC(=O)Nc1ccc(S(=O)(=O)Nc2nc(C)cc(C)n2)cc1	4%	0%
86	Cc1c(CC(=O)NCCc2ccccc2F)c(=O)oc2cc(O)c(Cl)cc12	2%	9%
87	CCOC(=O)c1c(C)[nH]c(CCC(=O)NCc2cccc(C)c2)c1C	0%	2%
88	CCn1c(C(=O)NCCc2ccc(S(N)(=O)=O)cc2)cc2sc(Cl)cc21	-5%	-1%
89	CC(=O)N1CCc2c(sc3c2c(=O)n(-c2ccccc2)c(=O)n3CC(=O)c2ccc(F)cc2)C1	-2%	6%
90	CCN(CC)CCNC(=O)c1ccc2c(c1)N(Cc1ccccc1)C(=O)c1ccccc1S2=O (stereo unspecified)	3%	1%

(continued)
cpd	Compound	TbPYK inhibitor	Sm TGR block
91	Cc1ccc(NC(=O)CCSc2nc(-c3ccco3)cc(C(F)(F)F)n2)cc1F	1%	21%
92	COc1ccc(-c2nsc(NC(=O)c3oc4ccc(Cl)cc4c3C)n2)cc1	0%	-1%
93	CCOC(=O)c1ccccc1NC(=O)COc1ccccc1-c1nnc(-c2ccccc2)o1	-9%	-1%
94	Fc1ccc(N2CCN(Cc3nnc(-c4ccccc4Cl)o3)CC2)cc1	-8%	4%
95	CC1CCN(c2oc(-c3cccs3)nc2S(=O)(=O)c2ccc(Cl)cc2)CC1	-7%	2%
96	CCc1ccc(-n2nc3cc(C)c(NC(=O)c4cc(OC)cc(OC)c4)cc3n2)cc1	1%	-3%
97	Cc1cc(C)cc(C(=O)Nc2ccc(-c3cn4cccnc4n3)cc2)c1	4%	6%

Not all compounds are listed. The share of hits here may be higher or lower than overall.
